12-LOX inh: ALOX12 (human) lipoxygenase inhibition | AID 1671190 | P18054 | purified 12hLO, xylenol orange hydroperoxide absorbance | 580,000 tested, 1.1% active | Potency, µM (top dose mostly 108 µM), inactives show at the top dose activity change, negative = inhibition, hits mostly inhibitors; also: potency is read from the fitted curve at half-maximal effect; % is scaled to controls: 0 for no effect and ±100 for the full control effect
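Hydroperoxide product was detected by ferrous iron/xylenol orange as the 573 to 405 nm absorbance ratio. Arachidonic acid at 40 uM (final) was turned over for 30 min at room temperature by 150 nM human 12hLO, pH 7.0 Hepes buffer, after 15 min compound preincubation.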
POLI inh: DNA polymerase iota (human) inhibition; Q9UNA4; Pol iota fluorescent replication assay, 10 min; Potency, µM (top dose mostly 115 µM), for the others: at the highest dose activity, negative = inhibition, actives largely listed as inhibitors; 390,000 tested, 1% active; AID 588590; also: potency is read from the fitted curve at half-maximal effect
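Pol iota at 10 nM preincubated 15 min with compounds at room temperature; reaction started with fluorescent substrate, 50 nM final. Fluorescence read kinetically at 0 and 10 min; buffer-only wells as negative control.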
POLB inh: DNA polymerase beta (human) inhibition | AID 485314 | Potency, µM (top dose mostly 114 µM), for inactives: at the top dose activity change, negative = inhibition, hits mostly inhibitors | Pol beta primer extension/strand displacement, fluorescence kinetic | P06746 | 340,000 tested, 1.3% active; also: potency is read from the fitted curve at half-maximal effect; % is scaled to controls: 0 for no effect and ±100 for the full control effect
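Values derive from four-parameter Hill fits of normalized kinetic data: reads at 0 and 10 min following addition of 50 nM substrate to 10 nM Pol beta preincubated 15 min with compound.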
Pol kappa inh: DNA polymerase kappa (human) inhibition; purified Pol kappa, fluorescent DNA synthesis assay, 10 min; Potency, µM (titrated, usually from 107 µM), inactives show at the highest dose activity, negative = inhibition, usual class: inhibitors; 400,000 tested, 0.53% active; also: potency is read from the fitted curve at half-maximal effect; % is scaled to controls: 0 for no effect and ±100 for the full control effect
Target sequence (Q9UBT6 whole entry, looked up): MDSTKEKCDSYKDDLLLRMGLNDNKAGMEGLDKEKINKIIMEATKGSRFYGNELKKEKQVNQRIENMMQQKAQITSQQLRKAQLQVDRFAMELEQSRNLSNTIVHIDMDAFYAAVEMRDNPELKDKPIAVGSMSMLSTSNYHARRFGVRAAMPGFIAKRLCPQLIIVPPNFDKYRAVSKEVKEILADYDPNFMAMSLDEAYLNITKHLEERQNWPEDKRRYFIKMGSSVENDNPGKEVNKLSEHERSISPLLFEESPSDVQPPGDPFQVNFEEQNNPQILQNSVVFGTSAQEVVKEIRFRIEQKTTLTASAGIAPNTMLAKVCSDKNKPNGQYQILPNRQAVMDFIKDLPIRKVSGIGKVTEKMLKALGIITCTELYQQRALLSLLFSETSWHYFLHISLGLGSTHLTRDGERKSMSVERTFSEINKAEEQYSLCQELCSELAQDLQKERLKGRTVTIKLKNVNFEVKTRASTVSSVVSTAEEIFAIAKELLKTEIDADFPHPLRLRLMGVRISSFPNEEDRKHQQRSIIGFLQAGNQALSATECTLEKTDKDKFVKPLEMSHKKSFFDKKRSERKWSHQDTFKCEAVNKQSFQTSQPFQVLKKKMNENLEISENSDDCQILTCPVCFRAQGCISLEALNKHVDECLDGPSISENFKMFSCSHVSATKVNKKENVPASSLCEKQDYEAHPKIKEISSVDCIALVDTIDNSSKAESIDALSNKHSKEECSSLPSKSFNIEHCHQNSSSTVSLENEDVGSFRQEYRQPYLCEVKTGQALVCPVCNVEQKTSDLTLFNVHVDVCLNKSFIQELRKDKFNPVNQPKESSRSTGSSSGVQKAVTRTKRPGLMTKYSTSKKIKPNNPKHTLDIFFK
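10 nM Pol kappa was preincubated with compounds for 15 min at room temperature. Reaction started with 50 nM (final) substrate. Fluorescence read kinetically at 0 and 10 min.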
APEX1 inh: blocks human APE1 abasic DNA cleavage. AID 2517. Potency, µM (series often up to 65.8 µM), without a hit: at the top dose activity change, negative = inhibition, hits mostly inhibitors. 350,000 tested, 0.35% active. recombinant APE1, TAMRA/BHQ-2 abasic DNA cleavage fluorescence;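 also: potency is read from the fitted curve at half-maximal effect; plate controls were vehicle for no effect and reference inhibitor for full effect; nearly all actives have a fitted effect of over 55% in size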
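Readout is kinetic fluorescence (ex 525, em 598 nm) from cleavage of 50 nM TAMRA/BHQ-2 THF abasic duplex by 0.75 nM APE1, compound added 15 min beforehand at RT.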
TRHR agonist: TRH receptor (human) agonism | P34981 | TRHR cells, calcium flux fluo-8, FDSS agonist mode | activation, % at 2 µM | 360,000 tested, 0.18% active; in the data active = activation above about 30%; also: 0% is about no effect
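TRHR-expressing cells loaded with fluo-8 calcium dye; 23 nL library compound pin-transferred, kinetic FDSS fluorescence (Ex 480/Em 530) recorded about 180 s for agonist-induced calcium release, before a 10 nM TRH EC20 addition for potentiator mode.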
ERG-DNA inh: inhibitors of human ERG Ets domain-DNA interaction; Potency, µM (doses to about 76.9 µM), for inactives: at the highest dose FP activity, negative = inhibition, most hits filed as inhibitors; P11308; fluorescence polarization, His-ERG Ets domain / labelled DNA; 370,000 tested, 0.028% active; active = well fitted inhibition curve with a large enough effect in the polarisation, with a control signal flat; inconclusive = small, poorly fitted or top-dose-only effect, or effect the other way, or a change in a side signal; inactive = no such curve, though single readings can be large or run the other way; the % refers to the polarisation;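 also: polarization taken with two DNA probes labelled with fluorescein and Texas red; potency is read from the fitted curve at half-maximal effect; % of control where 0% means no effect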
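His-tagged ERG Ets domain (1 uM in the protein solution; 300mM KCl, 50mM Tris-HCl, 1mM EDTA, 1mM DTT, pH 7.5) received compound, then a probe mix of 5 nM fluorescein-DNA and 100nM Texas-615-DNA. Fluorescence polarization was read for both dyes.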
Apoferritin bind: candidate novel general anesthetic via apoferritin binding | P02791 | apoferritin/1-aminoanthracene competitive binding, fluorescence | AID 485281 | Potency, µM (titrated, usually from 77.5 µM), without a hit: top-dose activity change, negative = displacement, actives largely listed as inhibitors | 350,000 tested, 0.074% active; also: potency is read from the fitted curve at half-maximal effect; % is scaled to controls: 0 for no effect and ±100 for the full control effect; nearly all actives have a fitted effect of over 20% in size
Target sequence (P02791 2-175 limits assumed): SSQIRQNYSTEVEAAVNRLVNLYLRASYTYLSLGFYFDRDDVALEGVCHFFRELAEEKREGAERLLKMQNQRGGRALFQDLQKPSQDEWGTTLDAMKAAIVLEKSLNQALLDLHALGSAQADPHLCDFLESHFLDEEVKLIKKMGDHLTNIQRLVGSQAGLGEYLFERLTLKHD
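Steps: apoferritin (10 uM) was premixed with half-saturated 1-AMA in PBS, compounds were pin-transferred, plates stood 10 min at room temperature, fluorescence was read at 380/535 nm, and curves were fitted with a Hill equation.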
BLM helicase inh: blocks DNA unwinding by human BLM helicase. 350,000 tested, 0.2% active. P54132. AID 2528. Potency, µM (top dose mostly 56.1 µM), for the others: top-dose activity change, negative = inhibition, actives largely listed as inhibitors. recombinant BLM DNA unwinding, fluorescence dequenching;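 also: potency is read from the fitted curve at half-maximal effect; plate controls were vehicle for no effect and no enzyme for full effect; nearly all actives have a fitted effect of over 35% in size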
Numbers without * were called inactive; ? = inconclusive; · = no result given; & = joins results of further samples; [ ] = dose if it differs, or a comment. Unless noted, calls follow the shape of the dose curve; as a rule, active = well fitted curve in the direction sought with a large enough effect; inconclusive = small, poorly fitted or top-dose-only effect, or another doubt; inactive = no such curve, though single readings can be large; an effect the other way counts as inactive or inconclusive.

SMILES | 12-LOX inh | POLI inh | POLB inh | Pol kappa inh | APEX1 inh | TRHR agonist | ERG-DNA inh | Apoferritin bind | BLM helicase inh
COc1ccc(C(=O)c2ccccc2O)c(O)c1 | ? | 33%[activator] | · | 8% | -7% | -1.6 | -4% | 0%[29.3 µM] | 0%
CN=C(c1ccccc1)c1c(C)cccc1C | -3% | 28% | 1% | -8% | 5% | -1.5 | -3% | 2% | 4%
COc1ccc(CCNC(=S)NC(=O)c2c(-c3ccccc3Cl)noc2C)cc1OC | -23% | -3% | 0% | -4% | ? | 0.9 | 0% | 23% | -7%
CCNC(=O)CN1C(=O)NC(CCc2ccccc2)C1=O (stereo not given) | 0% | 6% | 26% | -12% | 1% | 0.3 | -15% | -9% | -3%
CSc1ccc(/C=N/n2c(Cc3ccc(Br)cc3)n[nH]c2=S)cc1 | ? | -18% | -7% | -13% | -3% | 0.2 | 6% | ? | -12%
CCOC(=O)C1=C(C)N(C)C(=O)NC1c1c(C)nn(-c2ccc(C)cc2)c1Cl (stereo not given) | 161%[activator] | 8% | 7% | 0% | 4% | -0.9 | -1% | -21% | 1%
O=C(CSCc1c(F)cccc1Cl)NCc1ccco1 | -34% | -13% | 7% | -5% | 22% | 0.2 | · | -12% | 0%
Cn1c(SCC(=O)NC2CC2)nnc1-c1cccc(NC(=O)c2ccccc2F)c1 | 38%[activator] | 25% | 58%[activator] | -1% | -1% | 0.5 | 9% | -9% | -9%
CCc1ccccc1NC(=O)CSC1=C(C#N)C(c2ccc3c(c2)OCO3)C2=C(CCCC2=O)N1 (stereo not given) | -17% | -10% | 22µM* | -11% | -1% | 0.6 | 4% | ? | 0%
COc1ccc(-n2nc([N+](=O)[O-])c(=NCCC3=CCCCC3)n2O)cc1 | 7% | 150%[activator] | -7% | -7% | -11% | 0.9 | -22% | ? | -11%

3 entries picked at random from the list so far:
SMILES | 12-LOX inh | POLI inh | POLB inh | Pol kappa inh | APEX1 inh | TRHR agonist | ERG-DNA inh | Apoferritin bind | BLM helicase inh
COc1ccc(CCNC(=S)NC(=O)c2c(-c3ccccc3Cl)noc2C)cc1OC | -23% | -3% | 0% | -4% | ? | 0.9 | 0% | 23% | -7%
CN=C(c1ccccc1)c1c(C)cccc1C | -3% | 28% | 1% | -8% | 5% | -1.5 | -3% | 2% | 4%
CSc1ccc(/C=N/n2c(Cc3ccc(Br)cc3)n[nH]c2=S)cc1 | ? | -18% | -7% | -13% | -3% | 0.2 | 6% | ? | -12%

(next part)
SMILES | 12-LOX inh | POLI inh | POLB inh | Pol kappa inh | APEX1 inh | TRHR agonist | ERG-DNA inh | Apoferritin bind | BLM helicase inh
CCOc1ccc(/C=C\c2nc(O)c([N+](=O)[O-])c(=O)[nH]2)cc1OCC | 3% | -19% | 0% | -1% | 1% | 0.6 | 3% | 2% | -4%
Cc1cc(C)c2cc(C#N)c(N3CCCC3)nc2c1 | ? | 5% | 0% | -13% | 3% | -2.8 | -7% | 2% | -2%
CCOC(=O)c1ccc(NC(=O)c2ccc(CN3CCOCC3)cc2)cc1 | 25% | -5% | 11% | -4% | 19% | 2.5 | 10% | 11% | -1%
CN1CCN(c2ncc3c(n2)CC(c2ccccc2F)CC3=O)CC1 (stereo not given) | 3% | 124%[activator] | 0% | 2% | 0% | 0.3 | 3% | -3% | 2%
Cc1cccc(OP(=O)(Nc2c(C)n(C)n(-c3ccccc3)c2=O)Oc2cccc(C)c2)c1 | 9% | 80%[activator] | 3% | -8% | 1% | -0.3 | 9% | 0% | 0%
Cc1ccc(C)c(NC(=O)C2CCCN(S(=O)(=O)c3cn(C)cn3)C2)c1 (stereo not given) | -23% | 22% | 0% | -14%[60.1 µM] | · | -0.1 | -1% | 44%[activator] | 1%
O=C(CCC(=O)N1CCOc2ccccc21)NCCCc1ccccc1 | 28% | 21% | 20% | -6% | 8% | -0.7 | 4% | -17% | -1%
CC(=O)N1c2ccc(S(=O)(=O)NCC3CCC(C(=O)Nc4cc(C)ccn4)CC3)cc2CC1C (stereo not given) | -23% | 4% | 3% | 5% | 30% | -0.5 | 14% | -14% | -1%
COc1ccccc1C(=O)N1CCN(c2ccccn2)CC1 | 9% | 5% | 0% | -6% | -2% | -0.2 | · | -4% | -3%
COCCCn1c(Cc2csc(Nc3ccc(F)cc3)n2)nnc1SCC(N)=O | · | 35%[activator] | 4% | -4% | -3% | -0.5 | 9% | -11% | 0%
O=C(C[n+]1ccccc1)Nc1ccccc1[N+](=O)[O-] | 0% | 12% | 13% | 2% | 0% | 0.9 | -19% | -1% | -7%
Cc1ccc(NC(=O)CN2C(=O)c3ccccc3C2=O)c(C)c1 | -11% | -6% | 17% | 0% | 29% | 0.1 | 2% | -9% | 0%
CSc1ccccc1NC(=O)CSc1cccc[n+]1[O-] | -1% | 68%[activator] | · | -16% | 11% | · | 3% | · | ·
CC(C)Cc1nnc(NC(=O)CCNC(=O)c2ccccc2Cl)s1 | 5% | 37%[activator] | · | -4% | 6% | -2.3 | -2% | · | ·
O=C(c1ccccc1F)N1CCN=C1c1ccccc1 | 7% | -1% | 31% | 5% | 0% | 0.2 | -11% | -7% | -1%
Cn1c(=N)n(CC(O)c2ccccc2)c2ccccc21 (stereo not given) | -18% | 5% | 12% | 2% | 14% | 0.4 | 9% | -10% | 5%
Cc1cc(=O)c2c([nH]1)c(C)cc1[nH]c(C)c(C)c12 | 17% | 12% | · | -5% | 17% | 0.1 | -6% | · | ·
CCSc1nnc2n(N)c(=O)c3ccccc3n12 | · | · | 31% | · | -2% | 0.1 | · | -7% | -2%
COc1cccc(CN(C)C(=O)c2cc(S(=O)(=O)NC3CCCCC3)ccc2C)c1 | 196%[activator] | 40%[activator] | · | -7% | 7% | · | 3% | · | ·
CC1CC(C)CN(C(=O)CN2C(=O)NC(c3ccccc3)(c3ccccc3)C2=O)C1 (stereo not given) | -66% | 14% | · | -2% | -9% | 1.7 | -8% | · | ·
COc1cc(O)c(C(CC(=O)N2CCCC2)c2cc(OC)c(OC)c(OC)c2)c(OC)c1 (stereo not given) | -2% | 30% | -1% | ? | -3%&1% | -0.8 | -2% | -1%&-4% | 2%&-1%
CCCCCOc1ccc(/C=c2\sc3ncnn3c2=O)cc1 | · | · | 14% | · | ? | 0.7 | · | -6% | -1%
O=S(=O)(CCOc1ccccc1)c1nc2ccccc2[nH]1 | 1% | 14% | -1% | -5% | 10% | 0.2 | -7% | -5% | -9%
CCc1cccc(CC)c1NC(=O)CCS(=O)(=O)c1ccc2c(c1)CCN2C(C)=O | -11% | 29% | 2% | -4% | · | -0.5 | 3% | -14% | -2%
CC1CCN(C(=O)c2[nH]cnc2C(=O)N[C@@H](Cc2ccccc2)C(=O)OC(C)(C)C)CC1 | 3% | 23% | 11% | -15% | -11% | -0.7 | 3% | -18% | -3%
COc1cccc(NC(=O)CSc2nc3ccccc3c(=O)n2C)c1 | 13% | 7% | 6% | -1% | 22% | -0.8 | -5% | -3% | -3%
COc1ccc(NC(C)=O)cc1NC(C)C(=O)Nc1ccc(S(=O)(=O)N2CCCCC2)cc1 (stereo not given) | 4% | 23% | · | -14% | 11% | -0.4 | -1% | · | ·
O=C(COC(=O)c1ccc2ccccc2n1)Nc1ncc(C(F)(F)F)cc1Cl | ? | 12% | 25% | -3% | 2% | -0.5 | -5% | ? | -6%
CNc1nc(Oc2ccccc2C(=O)OC)nc(SC)n1 | 0% | -7% | 2% | 1% | 1% | -0.8 | -5% | -2% | -2%
O=C(Nc1ccccc1C(=O)NCCN1CCOCC1)c1ccc(Cl)cc1Cl | -1% | 8% | 18% | 9% | -6% | 0.3 | 6% | -4% | -1%
COC(=O)CSc1nnc(-c2sc3ccccc3c2Cl)o1 | 27% | 1% | 1% | -21% | -4% | 0.7 | -6% | -13% | 1%
COc1ccc(C(CC(=O)NCc2ccc(Cl)cc2)N2Cc3ccccc3C2=O)cc1OC (stereo not given) | ? | 26% | 9% | 3% | · | -1.2 | -5% | 122%[activator] | 1%
CC(C)c1ccc(/C=C2\SC(=O)N(CC(=O)NC3C=CS(=O)(=O)C3)C2=O)cc1 (stereo not given) | -18% | 2% | -2% | 0% | -13% | 0.2 | 3% | -14% | -10%
Cc1ccc(NC(=O)c2cc(S(=O)(=O)N3CCCC(C)C3)cn2C)c(Br)c1 (stereo not given) | -17% | -8% | 0% | -12%[60.1 µM] | · | -0.1 | 3% | -2% | -5%
C=CCn1c(N)c(C(=O)NCc2cccnc2)sc1=S | -15% | 19% | 0% | -11% | 2% | -0.2 | 2% | -12% | -1%
Clc1ccc(C=NN2CCCCCC2)c(Cl)c1 | -8% | 73%[activator] | · | -7% | · | · | -11% | · | ·
COc1ccc(CN(C(=O)/C=C/c2ccco2)C2CCS(=O)(=O)C2)cc1OC (stereo not given) | -4% | 79µM* | 6% | ? | -1% | -0.8 | -8% | -10% | -17%
O=C(COC(=O)c1cccs1)Nc1cccc(S(=O)(=O)N2CCCCC2)c1 | 1% | 31%[activator] | · | -16% | 3% | · | 12% | · | ·
Cc1cccc(C(=O)N2CCCC(N3CCN(c4ccc(F)cc4)CC3)C2)n1 (stereo not given) | 4% | 21% | -10% | 14% | 101%[activator] | 1.1 | 1% | -5% | 1%
COCCCNC(=O)c1ccc(-n2nc(C(F)(F)F)cc2-c2cccs2)cc1 | 0% | ? | -4% | -11% | 10% | -0.7 | 4% | -17% | -11%
CCn1cc([N+](=O)[O-])c(C(=O)NCc2ccc3c(c2)OCO3)n1 | -6% | 19% | -21% | -1% | 29% | -0.5 | -3% | 3% | -1%
Cc1ccc(C(=O)COC(=O)CCS(=O)(=O)c2ccccc2)cc1[N+](=O)[O-] | 92% | 2% | · | -17% | -15% | -0.8 | -1% | · | ·

Screens deposited in PubChem BioAssay by National Center for Advancing Translational Sciences (NCATS).

This is a subset (hit frequency here may not be typical).
